From PubChem
Nrf2 inh: Nrf2 qHTS screen for inhibitors; A549 ARE-Fluc reporter, luciferase luminescence, 18-24 h; Potency, µM (series often up to 46 µM), without a hit: top-dose activity change, negative = inhibition, usual class: inhibitors; 2.1% of 360,000 active; AID 504444, 2011; note: potency is the fitted concentration of half-maximal effect; % is set by controls: 0 for no effect and ±100 for the full control effect; nearly all actives have a fitted effect of over 60% in size
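Nrf2 activity is the BugLite luminescence, read 15 min after reagent at room temperature, following CellTiter-Fluor cytotoxicity readout (30 min, 37C). Compound titrations were applied for 18-24 h to 5000 A549 ARE_Fluc cells/well in 5% FBS OPTI-MEM.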
Akt phos inh: HTS Assay for Inhibitors of Akt Phophorylation: Primary Screen | AID 651550, 2012 | activity change, % for hits at 50 µM | 0.32% of 360,000 active | Neuro2A IGF-stimulated pAkt S473 HTRF, 20 min; stronger effect = lower value; in the data active = activity change below about -80%; inconclusive = mostly about -51% to -80%; note: % is set by controls: 0 for no effect and ±100 for the full control effect
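Neuro2A cells (4,500/well, DMEM with 0.5% FBS) were treated with compound at a single 50 µM final concentration, stimulated with 6 nM IGF for 20 min at 37 °C, and lysed. Phospho-Akt Ser473 was read by HTRF as 665/615 ratio ×10^4.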
TGFb inhibitor: qHTS for Inhibitors of TGF-b. HepG2 CAGA-GFP TGF-b/SMAD3 reporter, GFP fluorescence, 18 h; TGF-beta stimulated, 500 pg/mL final. Potency, µM (doses to about 46.1 µM), without a hit: top-dose activity, negative = inhibition, actives largely listed as inhibitors. 1.2% of 410,000 active; note: potency is the fitted concentration of half-maximal effect; % is set by controls: 0 for no effect and ±100 for the full control effect; nearly all actives have a fitted effect of over 65% in size
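HEPG2 CAGA-GFP, 1000 cells/well; 2 h settle, 37 C; cpd via pin tool; TGF-b 500 pg/mL final; 18 h, 37 C; GFP imaging ex488/em500-530; %Activity normalised to -TGF-b and +DMSO controls; CRC fit, curve class.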
Mm-Cpn inhibitor: Inhibitors of TCP-1 ring complex (TRiC) of Methanococcus maripaludis (MmCpn): qHTS; Chaperonin Mm-Cpn (Methanococcus maripaludis); purified Mm-Cpn ATPase, ADP Transcreener TR-FRET; Potency, µM (doses to about 76.9 µM), without a hit: at the top dose activity, negative = inhibition, actives largely listed as inhibitors; 0.031% of 330,000 active; note: potency is the fitted concentration of half-maximal effect; % is set by controls: 0 for no effect and ±100 for the full control effect; nearly all actives have a fitted effect of over 80% in size
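Inhibition of chaperonin ATP hydrolysis is measured as reduced ADP production, detected by competitive TR-FRET in which signal falls with ADP. Final enzyme 25 nM and ATP 10 uM, reacted 30 min at 37°C.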
S2 tox: Viability Counterscreen for Primary qHTS for Inhibitors of ATXN expression; S2 cells (HEK-293 line with an ATXN2-luciferase reporter) viability, CellTiter-Fluor protease fluorescence, 24 h; Potency, µM (doses to about 56.7 µM), most hits filed as cytotoxic; 0.49% of 400,000 active; note: potency is the fitted concentration of half-maximal effect; nearly all actives have a fitted effect of over 40% in size
A549 viability: Nrf2 qHTS screen for inhibitors: counterscreen for cytotoxicity. A549 ARE-Fluc cells, CellTiter-Fluor viability, 18-24 h. Potency, µM (highest dose often 46 µM), inactives show at the top dose activity change, negative = cytotoxicity, most hits filed as inhibitors. 0.16% of 390,000 active; note: potency is the fitted concentration of half-maximal effect; % is set by controls: 0 for no effect and ±100 for the full control effect
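A549 ARE-Fluc cells in 5% FBS OPTI-MEM, 5000 cells/well, rested 2 h then exposed to compounds in concentration-response for 18-24 h at 37 °C. Viability by CellTiter-Fluor fluorescence (Ex 405/Em 525) after 30 min; luciferase luminescence (BugLite, 15 min, RT) read afterwards.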
Nrf2 activator: qHTS of Nrf2 Activators. AREc32 ARE-luciferase reporter (MCF7-derived line), luminescence, 24 h. Potency, µM (highest dose often 46.1 µM), for inactives: at the top dose activation, hits mostly activators. 0.31% of 410,000 active. AID 624171, 2012; note: potency is the fitted concentration of half-maximal effect; % of control where 0% means no effect; nearly all actives have a fitted effect of over 65% in size
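Cells of the AREc32 ARE-luciferase line are plated in OPTI-MEM containing 5% FBS and left overnight at 37 deg C. Compounds are pinned in, incubation continues 24 hr, and firefly luciferase signal is then measured.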
CCT modulator: High-Throughput Screening for Modulators of Cytosolic Chaperonin Activity | purified chaperonin ATPase assay, HTRF ADP detection, 30 min | activity change, % (test concentration not listed), hits read low | 0.3% of 360,000 active | AID 651819, 2012; in the data active = activity change below about -30%; note: % is set by controls: 0 for no effect and ±100 for the full control effect
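Enzyme 40 or 20 nM (batch-dependent) in Tris pH 7.4/KCl/MgCl2/DTT; cpd 76 uM single point; ATP 10 uM; 30 min 37 °C; Transcreener ADP HTRF detection, 30 min RT; ratio 665/615.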
HepG2 viability: qHTS for Inhibitors of TGF-b: Cytotox Counterscreen | 0.76% of 410,000 active | Potency, µM (top dose mostly 46.1 µM), for inactives: at the highest dose activity change, negative = cytotoxicity, hits mostly cytotoxic | HepG2 CAGA-GFP viability, ATP luminescence, 18 h | AID 588856, 2011; note: potency is the fitted concentration of half-maximal effect; some results filed as inactive show a strong effect at the top dose
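HepG2 CAGA-GFP cells (1000/well, DMEM with 1% FBS) received compound, then TGF-beta at 500 pg/mL final, and were incubated 18 hours at 37 degrees C. Viability was read by CellTiter-Glo luminescence. Media-only wells were set as complete cell-killing and DMSO as no toxicity.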
* marks the source's active call; other numbers are inactive results; i = inactive; ? = inconclusive; nt = no result given; & = joins results of further samples; [ ] = another dose, or the depositor's remark. Unless noted, calls come from the whole dose curve; as a rule, active = well fitted curve in the direction sought with a large enough effect; inconclusive = small, poorly fitted or top-dose-only effect, or another doubt; inactive = no such curve, though single readings can be large; an effect the other way counts as inactive or inconclusive.

SMILES	Nrf2 inh	Akt phos inh	TGFb inhibitor	Mm-Cpn inhibitor	S2 tox	A549 viability	Nrf2 activator	CCT modulator	HepG2 viability
Cc1csc2c(N3CCN(C(=O)Nc4ccc(OC(F)(F)F)cc4)CC3)ncnc12	21µM*	i	?	-6%	i	-19%	0.4%	-2.9	-11%
O=C(CC(Nc1ccc(F)cc1)C(=O)OCC(=O)c1cccs1)c1ccccc1 (stereo unspecified)	18%	i	-11%	-1%	i	0%	?	-2.5	-8%
COc1cc(/C=C/C(=O)OCC(=O)NCC2CCCO2)ccc1OCC#N (stereo unspecified)	5%	i	-4%	0%	?	-4%	2.6%	1.1	10%
COCCn1c(C(=O)N(C)C)cc2c1C[C@H]1CN(C(=O)c3ccccc3)[C@@](Cc3ccc(F)cc3)(C(=O)OC)[C@@H]21	nt	i	nt	nt	i	nt	0.2%	0.9	nt
Clc1ccc(NNc2ccnc3cc(Cl)ccc23)cc1	-27%	i	4%	1%	i	-6%	6.3%	-4.3	-9%
COc1ccccc1CNC(=O)CN1C(=O)CCn2nc(-c3ccccc3)cc21	3%	nt	-28%	nt	i	10%	-1.4%	nt	-10%
CSc1ccc(NC(=O)C2(C)CCN2C(=O)c2sccc2C)cc1 (stereo unspecified)	nt	i	15%	nt	i	nt	0.3%	1.5	-1%
CCC(Sc1nc(=O)cc(N)n1-c1ccccc1)C(=O)Nc1cc(C)on1 (stereo unspecified)	2%	i	-5%	0%	i	-15%	0.0%	-1.5	-6%
Cc1cc(-n2c(=O)c(C#N)cc3c(=O)n4cccc(C)c4nc32)no1	14%	i	13%	-2%	nt	?	-0.8%	1.2	-9%
O=C(c1cccc(F)c1)N1CCN(C(=O)c2cc3ncc(Br)cn3n2)CC1	5%	i	18%	1%	i	8%	0.3%	-1.6	-5%
Clc1ccc(-c2nnc(C3CC3)o2)cc1	12%	i	-17%	2%	i	7%	-0.1%	-1.2	20%
CC(C)[C@H](NC(=O)c1ccccc1F)C(=O)NC1CCCCC1	3%	i	5%	-5%	i	2%	0.0%	0.3	15%
CC(=O)Nc1ccc2nc(SCCOc3ccccc3)sc2c1	-24%	nt	-25%	nt	i	5%	0.4%	nt	-24%
COCC(=O)NC1CCN(CC(=O)Nc2ccc(OC)cc2[N+](=O)[O-])CC1	3%	i	1%	-3%	i	2%	4.3%	-1.9	1%
CCNC(=O)c1ccc(OCC(=O)Nc2ccc(F)cc2)c(OC)c1	9%	i	?	-2%	i	3%	-0.3%	1.3	-1%
CCCNC(=O)c1nn2cc(Br)cnc2c1Cl	28%	i	11%	0%	i	3%	1.7%	2.5	-28%
CNC(=O)c1csc(-c2ccccc2)n1	-10%	i	8%	0%	i	-10%	-0.4%	-2.3	-3%
CCOC(=O)c1nnn(-c2ccc([N+](=O)[O-])cc2)c1C	-18%	i	14%	2%	nt	-4%	-0.6%	-4.9	6%
Cc1cc(N)n(-c2ccc(C(=O)O)cc2)n1	13%	i	0%	-1%	i	6%	0.6%	-1.8	11%
CN1C(C(=O)NCc2ccco2)CC2Cn3c(nc4cc(Cl)c(Cl)cc43)C21 (stereo unspecified)	5%	i	1%	0%	i	4%	-0.9%	-1.7	-10%
COc1ccc(S(=O)(=O)Nc2cc3c4c(c2)CC(=O)N4CCC3)cc1	-12%	i	3%	2%	i	1%	2.8%	0.6	-7%
CCOc1ccc(NC(=O)c2ccc(NC(=O)c3cn4c5c(c(N6CCN(C)CC6)c(F)cc5c3=O)OCC4C)cc2)cc1 (stereo unspecified)	4%	i	-18%	-5%	i	5%	-0.3%	2.0	-3%
COc1ccccc1N1CCN(CCCNC(=O)Cn2ncc3c([nH]c4ccccc43)c2=O)CC1	?	i	-2%&-10%	1%	?	-16%&0%	-0.2%&-0.2%	-2.4	-23%&-16%
CC[C@@H](C)[C@H](NC(=O)CCc1c(C)c2cc3c4c(oc3c(C)c2oc1=O)CCCC4)C(=O)O	?	i	6%	-25%	i	-1%	-2.2%	0.8	-27%
O=C(NC1CCCCC1)NC1CC2CCCC(C1)N2C1CCCC1 (stereo unspecified)	14%	i	5%	1%	i	18%	0.0%	-0.2	1%
SMILES	Nrf2 inh	Akt phos inh	TGFb inhibitor	Mm-Cpn inhibitor	S2 tox	A549 viability	Nrf2 activator	CCT modulator	HepG2 viability
COc1ccc(C(=O)N2CC(=O)Nc3ccc(F)cc3C2c2ccc(F)cc2)c(OC)c1 (stereo unspecified)	-1%[9.27 µM]	nt	0%	nt	?	0%	3.1%	nt	8%
COC(=O)c1cn(C(=O)OC)c2ccccc12	-6%	i	-3%	2%	i	-10%	-0.6%	-2.6	2%
Cc1nn(C(=O)c2cccnc2)c(C)c1C	-7%	i	3%	1%	i	-12%	0.2%	-0.2	-5%
Cc1nnc(NC(=O)Nc2cccc(Cl)c2)s1	-21%	i	-13%	1%	i	-5%	5.1%	-4.5	-16%
CN(C)CCOc1ccccc1C(C)(C)C	8%	i	-27%	0%	i	-5%	-0.9%	-0.4	-3%
Cc1ccc2nsnc2c1NC(=O)c1ccccc1[N+](=O)[O-]	4%	i	-4%	-3%	i	2%	11%	-1.3	12%
CCc1nnc(NC(=O)CN2CCN(CC)CC2)s1	3%	i	2%	0%	?	3%	-0.1%	0.7	3%
CN(C)CCCNC(=O)N1c2ccccc2Sc2ccccc21	-2%	i	-1%	-12%	i	-8%	0.1%	-2.1	-4%
CCCCn1c(=O)c(C(=O)OCC)c(O)c2ccccc21	9%	i	-13%	-2%	i	0%	-0.1%	-3.9	-7%
COc1cc2c(cc1OC)CN(CC(=O)Nc1ccc(C#N)cc1)CC2	-21%	-107%*	-7%	0%	i	9%	0.5%	-0.3	-2%
CC(C)c1nn2c(=O)cc(CSc3ccccc3NC(=O)c3ccccc3F)nc2s1	0%	i	-6%	0%	i	-5%	2.4%	-0.2	-30%
COc1ccc(NC(=O)CCn2ccnc2)c(OC)c1	1%	i	8%	-1%	i	4%	-1.4%	-2.5	-2%
COc1ccccc1N1CCN(c2ccc(=O)n(CC(=O)NCc3ccc(F)cc3)n2)CC1	24%	nt	-4%	nt	i	19%	0.4%	nt	-3%
O=C(NNCC(O)COc1ccccc1)c1ccccc1 (stereo unspecified)	12%	i	-3%	-2%	i	5%	-0.3%	0.2	-1%
Cc1ccc(Cn2c(=N)c(C(=O)NCC3CCCO3)cc3c(=O)n4ccccc4nc32)cc1 (stereo unspecified)	-17%	i	-3%	2%	?	-10%	-0.1%	0.5	1%
Cc1ccc(Cl)cc1NC(=O)CN1C(=O)COc2ccc(S(=O)(=O)N3CCOCC3)cc21	9%&13%	i	-3%&-16%	2%	?	1%&8%	-0.7%&2.6%	-1.1	3%&2%
CC(C)(C)c1ccc(/C=N/N2C(=O)CSC2=S)cc1	23%	i	1%	0%	i	-7%	-1.9%	0.5	7%
Cc1ccc(C)n1NC(=O)c1ccccc1Cl	nt	i	-3%	-2%	i	-1%	-0.8%	-0.6	1%
CCc1cnc2c(c1SCC(=O)c1ccccc1)c(=O)n(C)c(=O)n2C	nt	nt	-21%	nt	i	0%	?	nt	-22%
COc1ccc(Cc2c(C3CCCCC3)nc3c4ccccc4ccn23)c(C)c1	nt	i	-20%	nt	i	nt	5.7%	1.0	-1%
O=C(Cn1cnc2cc([N+](=O)[O-])ccc2c1=O)NCc1ccccc1	-27%	i	3%	1%	i	-1%	0.1%	-4.4	5%
O=C(CCNC(=O)c1ccc(Br)cc1)NCc1ccco1	5%	i	-2%	3%	i	4%	6.1%	-1.4	14%
Cc1nc([N+](=O)[O-])cn1-c1ccc(N)cc1	-3%	i	-2%	2%	i	0%	-0.3%	-9.7	-10%
Cc1c(O)ccc2c(CC(=O)N[C@@H](Cc3ccc(O)cc3)C(=O)O)cc(=O)oc12	?	i	36%[activator]	-8%	nt	?	-0.6%	-1.4	1%
O=C1/C(=C/c2ccc([N+](=O)[O-])cc2)C=C(c2ccccc2)N1c1ccccc1	10%	i	-1%	-1%	i	9%	-0.3%	0.0	-10%
SMILES	Nrf2 inh	Akt phos inh	TGFb inhibitor	Mm-Cpn inhibitor	S2 tox	A549 viability	Nrf2 activator	CCT modulator	HepG2 viability
COc1cc(NC(=O)c2cccs2)c(OC)cc1NC(=O)Cc1ccccc1	-1%	i	-2%	1%	i	-3%	-0.3%	0.3	-7%
CC1(C)c2[nH]c3ccccc3c2C[C@H]2C(=O)N(CCCO)CC(=O)N21	0%	i	11%	0%	?	0%	-0.2%	-1.4	1%
O=C(Nc1cc(Cl)ccc1N1CCCC1)C1=COCCO1	3%	i	-2%	-3%	i	1%	0.0%	-18	-15%
Cc1ccccc1Nc1nc(Cl)c(C=O)s1	3%	i	-2%	0%	i	15%	28%	0.1	-15%
Cc1ccc(C(=O)COC(=O)CCCC(=O)NC2CCCCC2)cc1[N+](=O)[O-]	16%	i	2%	-7%	i	-7%	-0.2%	0.8	0%
COc1ccc(-n2c(Cc3cc(=O)[nH]c(=O)[nH]3)nnc2SCc2ccccc2)cc1	8%	i	3%	1%	i	3%	3.7%	0.5	-2%
Cc1cc(NC(=O)c2ccc3c(c2)OCCO3)cc(-c2nc3ccccc3o2)c1O	?	nt	-2%	nt	i	-8%	-0.8%	nt	-8%

The order is random; about 4.4% have a hit in one of these screens.
